HIF-2a block: HIF-2a reporter inhibitors, primary screen, luminescence, 786-0 RCC cells; 360,000 tested, 0.72% active; inhibition, % at 18.8 µM; AID 624352, 2012; 786-0 RCC cells HIF-2a reporter, luciferase luminescence, overnight;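 active = inhibition of the luminescence signal of 40% or more relative to plate controls, in a single-dose primary screen at 18.75 µM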
Peg3 promoter: Peg3 promoter-driven luciferase inhibitors, primary screen, cell-based, HeLa, luciferase luminescence | 360,000 tested, 1.7% active | inhibition, % at 20 µM | HeLa PEG-Prom luciferase reporter, overnight | AID 588405, 2011;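 active = inhibition of at least 50% at 20 µM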
MITF TRPM1 inh: inhibitors of MITF-dependent TRPM1 promoter reporter, primary screen, cell-based, SK-MEL-5, single point, luciferase. SK-MEL-5 TRPM1 promoter luciferase, 24 h. inhibition, % at 12.5 µM. 330,000 tested, 0.83% active;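 active = mean inhibition across replicates of 60% or more, whatever share of single replicates reaches that level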; note: values of inactives mirror those of a sister screen read the other way
C8 TRAIL sens: viability loss with TRAIL in NB7+C8 cells, primary screen, TRAIL sensitizer project, cell-based, ATPlite luminescence; inhibition (viability loss, TRAIL sensitization), % at 10 µM; AID 624354, 2012; 360,000 tested, 1% active;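 active = compounds causing at least 50% loss of cell viability in the single-dose screen, relative to plate controls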
NR2E3 ag-1: inhibitors of NR2E3-RetCOR corepressor binding, primary screen, NR2E3 agonist project, biochemical, TR-FRET, GST-NR2E3, biotin-RetCOR; AID 2300, 2010; inhibition of corepressor binding, % at 4.78 µM; 320,000 tested, 0.12% active; 1536-well;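 active = percent inhibition above the cutoff of mean plus 3 SD of all tested compounds, set per screening campaign, cut at about 20% in these data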;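 note: 0% = DMSO wells and 100% = biotin wells as full block of FRET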
Target sequence (Q9Y5X4 whole entry, looked up): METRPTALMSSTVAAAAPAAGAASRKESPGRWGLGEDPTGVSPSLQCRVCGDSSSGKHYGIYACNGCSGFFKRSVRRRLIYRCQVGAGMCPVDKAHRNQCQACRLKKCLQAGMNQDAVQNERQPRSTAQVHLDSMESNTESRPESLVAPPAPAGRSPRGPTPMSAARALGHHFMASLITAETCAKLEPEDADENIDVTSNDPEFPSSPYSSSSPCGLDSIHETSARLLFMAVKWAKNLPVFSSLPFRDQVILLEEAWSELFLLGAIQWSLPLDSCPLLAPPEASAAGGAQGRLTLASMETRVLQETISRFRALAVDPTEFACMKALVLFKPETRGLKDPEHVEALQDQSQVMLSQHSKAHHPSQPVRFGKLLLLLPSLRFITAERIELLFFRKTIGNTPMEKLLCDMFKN
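system = GST-tagged NR2E3 plus biotinylated RetCOR corepressor | input = 1.35 nM GST-NR2E3 | also added = 7 nM biotin-RetCOR | schedule = 5 h incubation at 4 °C | measured by = TR-FRET with europium anti-GST and streptavidin-D2, 340 nm excitation | read-out = percent loss of FRET ratio relative to control wells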
Shn3 3UTR inh: reduction of Shn3 3'UTR firefly luciferase signal, primary screen, Schnurri-3 inhibitor project, cell-based, Clone20 osteoblasts, set 2; Clone20 osteoblast Shn3 3'UTR firefly luciferase, 24 h; inhibition, % at 12.5 µM; 360,000 tested, 0.52% active; AID 588674, 2011;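 active = mean inhibition of at least 75% with every replicate also reaching 75%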;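 note: 0% = median of neutral control wells and 100% = pilot-screen positive control compound; some compounds past the cut are filed as inactive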
NR2E3 ag-2: NR2E3 agonists in two-hybrid cells, primary screen, cell-based, luminescence, CHO-S, Gal4-NCOR/VP16-NR2E3; Photoreceptor-specific nuclear receptor (Homo sapiens), Q9Y5X4; luciferase; inhibition of corepressor binding, % at 3.98 µM; 360,000 tested, 0.35% active; AID 602229, 2012;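 active = inhibition above the mean of all tested compounds plus 3 SD, cut at about 70% in these data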;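 note: 0% = DMSO with NR2E3 transfected cells and 100% = cells lacking NR2E3 construct; higher means lower luciferase signal from less NR2E3 corepressor binding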
iPSC survival up: enhancers of single-cell hiPSC survival, primary screen, ATPlite luminescence; survival enhancement, % at 20 µM; 100% = ROCK inhibitor wells, 0% = DMSO; 360,000 tested, 0.044% active; in the data active = survival enhancement above about 18%;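 note: cells exposed to compounds for 16 hours before the ATP read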
CF NFkB block: inhibitors of PAF-induced NF-kB signaling, primary screen, cell-based, GFP fluorescence, uHTS; KKLEB NF-kB-GFP reporter, GFP fluorescence overnight; inhibition, % at 5 µM; 360,000 tested, 0.86% active;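 active = at least 50% inhibition at 5 µM, scaled per plate between neutral and stimulator controls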;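 note: PAF is a Pseudomonas aeruginosa culture filtrate used as stimulus; plate controls were PAF-stimulated DMSO wells for no effect and unstimulated DMSO wells for full effect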
KKLEB tox: cytotoxicity in KKLEB CF airway cells, primary screen, cytotoxicity control for CF NF-kB inhibitor project, cell-based, uHTS, fluorescence assay plates; KKLEB CF airway cells viability, ATPlite luminescence, overnight; stronger effect = lower value; cells stimulated with P. aeruginosa culture filtrate; activity change (cytotoxicity), % at 5 µM; 360,000 tested, 0.36% active; AID 602141, 2011;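 active = corrected activity change at or below -50% at 5 µM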
LMP1 NFkB inh: EBV LMP1-driven NF-kappaB luciferase reporter inhibitors, primary screen, cell-based, luminescence, single point. LMP1-induced NF-kappaB luciferase reporter cells. inhibition, % at 12.5 µM. 350,000 tested, 0.69% active. AID 504558, 2011; in the data active = inhibition above about 41%;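 note: 0% = neutral control wells and 100% = reference inhibitor control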
* marks the source's active call; other numbers are inactive results; nt = no result given.

smiles	HIF-2a block	Peg3 promoter	MITF TRPM1 inh	C8 TRAIL sens	NR2E3 ag-1	Shn3 3UTR inh	NR2E3 ag-2	iPSC survival up	CF NFkB block	KKLEB tox	LMP1 NFkB inh
CCc1ccc(C(=O)C(C)OC(=O)c2cccc(S(=O)(=O)N3CCOCC3)c2)cc1 (stereo unspecified)	6	-5	-2	-4	4	10	-36	-0.5	-4	-6	-7
C[C@H](CO)N1C[C@H](C)[C@@H](CN(C)C(=O)NC2CCCCC2)Oc2c(NC(=O)c3ccncc3)cccc2C1=O	8	0	9	2	nt	-5	-6	-2.5	-10	4	-5
COc1ccc(C)cc1NC(=O)CNC(C)C(=O)Nc1ccc(C(C)=O)cc1 (stereo unspecified)	20	4	6	-6	-1	20	6	-0.2	-3	-5	7
COC(=O)C1=C(C)NC(=O)NC1c1c(O)ccc2ccccc12 (stereo unspecified)	25	32	18	4	0	10	-6	0.3	-8	0	5
COC(=O)c1ccccc1N1C(=O)C2C(C1=O)[C@H]1C=C[C@@H]2C1 (stereo partly specified)	9	15	-1	-6	1	-1	-12	-2.2	5	-2	0
CC1CN(S(=O)(=O)c2ccc(CN3C(=O)c4cccnc4C3=O)cc2)c2ccccc2O1 (stereo unspecified)	18	5	19	-16	-5	15	4	1.2	22	12	3
CCCCOc1cccc(C(=O)Nc2ccc(S(=O)(=O)Nc3cc(C)on3)cc2)c1	-1	-4	-11	3	7	-25	-22	-0.5	-6	-4	-74
Clc1ccc(OCCn2cnc3ccccc32)c(Cl)c1	-439	-229	-81	16	-3	-44	-56	-0.5	-31	3	-18
COc1cc(C(=O)NCc2ccc(-c3nc4ccccc4s3)cc2)cc(OC)c1OC	-114	-127	-48	20	0	-55	-115	0.3	22	-20	9
CCOc1ccc(N2CC(C(=O)NCc3nnnn3-c3ccc(C)c(C)c3)CC2=O)cc1 (stereo unspecified)	10	16	0	9	-3	-7	-19	-0.4	-6	6	-2
COc1ccccc1CC(=O)N1CCN(S(=O)(=O)c2cccs2)CC1	-4	19	-10	-40	-3	-27	-30	-0.4	-2	7	-4
Cn1c(=O)c2c(ncn2CC(=O)Nc2cc(S(=O)(=O)N3CCCCC3)ccc2Cl)n(C)c1=O	15	-2	11	-3	nt	64	-2	2.7	-2	-25	-5
Clc1nccnc1-c1ccccc1	2	11	-4	-4	0	9	-1	-0.8	2	0	0
Cc1cc2ccccc2n1CCNCc1c(C(=O)N2CCOCC2)nc2ccccn12	2	-8	13	-6	3	-12	-17	-0.6	7	-6	-7
COc1ccc(N2CCN(CC(=O)Nc3ccc(C)cc3)CC2)cc1	10	7	7	-3	3	-4	41	0.7	6	-4	-17
COc1ccc(CCNC(=O)C2CCN(S(=O)(=O)c3ccc(OC)c(OC)c3)CC2)cc1OC	13	8	-23	-5	0	1	-25	0.1	8	-4	nt
COC(=O)CC1=NN(c2ccccc2)C(=O)C1	8	6	-1	-10	1	-3	-42	1.0	-15	4	0
CCCOC(=O)CC1C(=O)NCCN1Cc1ccc(F)cc1 (stereo unspecified)	16	11	4	-16	2	-27	16	0.4	-26	11	3
O=C(NCc1cccc(C(F)(F)F)c1)N1CCN(S(=O)(=O)c2ccccc2F)CC1	9	23	-2	-3	4	26	8	-0.5	5	9	0
COc1ccccc1Cc1c(-c2ccco2)nc2ccc(Cl)cn12	-38	-40	nt	-9	nt	48	-17	3.4	27	-8	nt

2 of the compounds above, with each value named.
canonical_smiles: CCCCOc1cccc(C(=O)Nc2ccc(S(=O)(=O)Nc3cc(C)on3)cc2)c1
- HIF-2a block: -1
- Peg3 promoter: -4
- MITF TRPM1 inh: -11
- C8 TRAIL sens: 3
- NR2E3 ag-1: 7
- Shn3 3UTR inh: -25
- NR2E3 ag-2: -22
- iPSC survival up: -0.5
- CF NFkB block: -6
- KKLEB tox: -4
- LMP1 NFkB inh: -74
canonical_smiles: Clc1ccc(OCCn2cnc3ccccc32)c(Cl)c1
- HIF-2a block: -439
- Peg3 promoter: -229
- MITF TRPM1 inh: -81
- C8 TRAIL sens: 16
- NR2E3 ag-1: -3
- Shn3 3UTR inh: -44
- NR2E3 ag-2: -56
- iPSC survival up: -0.5
- CF NFkB block: -31
- KKLEB tox: 3
- LMP1 NFkB inh: -18

2 consecutive entries out of the list so far, quoted:
smiles	HIF-2a block	Peg3 promoter	MITF TRPM1 inh	C8 TRAIL sens	NR2E3 ag-1	Shn3 3UTR inh	NR2E3 ag-2	iPSC survival up	CF NFkB block	KKLEB tox	LMP1 NFkB inh
O=C(NCc1cccc(C(F)(F)F)c1)N1CCN(S(=O)(=O)c2ccccc2F)CC1	9	23	-2	-3	4	26	8	-0.5	5	9	0
COc1ccccc1Cc1c(-c2ccco2)nc2ccc(Cl)cn12	-38	-40	nt	-9	nt	48	-17	3.4	27	-8	nt

Only HIF-2a block, KKLEB tox and C8 TRAIL sens, for some of the entries so far:
SMILES,HIF-2a block,KKLEB tox,C8 TRAIL sens
COc1ccc(C)cc1NC(=O)CNC(C)C(=O)Nc1ccc(C(C)=O)cc1 (stereo unspecified),20,-5,-6
COc1ccc(N2CCN(CC(=O)Nc3ccc(C)cc3)CC2)cc1,10,-4,-3

Other structures follow:
Value order: HIF-2a block | Peg3 promoter | MITF TRPM1 inh | C8 TRAIL sens | NR2E3 ag-1 | Shn3 3UTR inh | NR2E3 ag-2 | iPSC survival up | CF NFkB block | KKLEB tox | LMP1 NFkB inh
CC(=O)Oc1cc2c(C(=O)NCCN3CCOCC3)c(C)oc2c2ccccc12
    -73 | -74 | -28 | -17 | 1 | -11 | -13 | 2.7 | 18 | -11 | -4
COC(=O)c1ccccc1NC(=O)C(C)Oc1ccccc1 (stereo unspecified)
    7 | 5 | -4 | 8 | 2 | -3 | 7 | 0.0 | -3 | -3 | 1
O=C(N/N=C/c1ccco1)C1CCCC1
    10 | 7 | -6 | 5 | 5 | 2 | -1 | -0.3 | -10 | 1 | 3
COC1=Nc2ccccc2N2CCN=C12
    -2 | -5 | nt | -44 | nt | 3 | -5 | 1.0 | 0 | -4 | nt
N#CC1=C(N)OC2=C(C(=O)CCC2)C1c1cc2c(cc1Br)OCO2 (stereo unspecified)
    10 | 1 | 13 | 7 | 6 | 10 | -14 | 0.0 | -7 | 4 | 4
Cc1ccc(C(=O)OCC(=O)Nc2ccc3c(c2)OCO3)c(O)c1
    -34 | -91 | -22 | 1 | 4 | -54 | -4 | -0.5 | 12 | -12 | -4
Cc1nc2ccccc2c(=O)n1/N=C/c1cccnc1
    -3 | 6 | -15 | 12 | 1 | -13 | 17 | -0.8 | 11 | 1 | -12
CCOc1ccc(/C=N/NC2=NCCCCC2)cc1
    -67 | -72 | -14 | -7 | 3 | -3 | 1 | -0.4 | 0 | -2 | -5
COc1ccccc1N(C)S(=O)(=O)c1ccc(C(=O)Nc2ccc3nc(C)sc3c2)cc1
    12 | 46 | 21 | -21 | -1 | 28 | -22 | -0.3 | -2 | 1 | 29
O=C(COc1cccc(Cl)c1Cl)NC1CC1
    -49 | -36 | -7 | -11 | nt | -8 | 8 | 0.7 | -22 | 10 | -4
Cc1ccccc1OCCC(=O)Nc1cc(S(=O)(=O)N2CCCCC2)ccc1N1CCN(C)CC1
    6 | 8 | 12 | -1 | nt | -1 | 5 | -0.4 | 3 | -23 | 5
Cc1cc(C)c(C(=O)N2CCCC(N3CCN(c4cccc(C(F)(F)F)c4)CC3)C2)o1 (stereo unspecified)
    9 | 14 | 14 | 19 | -2 | 27 | 5 | 0.3 | 5 | -6 | 3
CCc1ccccc1N(CC(=O)NC1CCCC1)C(=O)CNC(=O)c1cccs1
    16 | 7 | 14 | -9 | 0 | 7 | -11 | -0.5 | -3 | 0 | -4
CN(CCCC(=O)NCc1ccccc1)S(=O)(=O)c1ccc([N+](=O)[O-])cc1
    -12 | 9 | 3 | -3 | 0 | 9 | -8 | -0.6 | -4 | 2 | -5
COc1ccc(/C(C)=N/NC(=O)CNC(=O)c2ccncc2)c(OC)c1
    6 | 8 | 0 | 30 | 2 | 10 | 11 | 0.2 | 11 | 1 | 3
CSC(=Nc1ccccc1)C(C#N)c1nc2ccccc2[nH]1 (stereo unspecified)
    0 | 19 | 2 | -10 | 3 | 18 | -1 | 0.0 | 14 | 0 | 3
COc1cc(C(=O)OC(C)C(=O)N2CCc3ccccc3C2)ccc1OCC(=O)N1CCOCC1 (stereo unspecified)
    3 | 5 | 9 | -12 | -1 | -3 | -28 | -3.2 | 0 | -3 | 3
NC(=O)C1CCCN(S(=O)(=O)c2ccc(Br)cc2)C1 (stereo unspecified)
    16 | 10 | -2 | 1 | -2 | 4 | -13 | -0.9 | -4 | 8 | 1
Cc1ccc(NC(=O)Cc2nnc(SCC(=O)NC3CCCC3)n2C)c(C)c1
    14 | 8 | 6 | -12 | -4 | -5 | -38 | 0.0 | 3 | 5 | -22
CC(=O)Nc1cccc(C(=O)Nc2ccccc2C(=O)O)c1
    8 | 0 | 11 | 10 | 3 | -11 | -13 | -1.1 | 13 | 2 | 4
CN(CC1CCCO1)S(=O)(=O)c1ccc(C(=O)Nc2ccc(F)cc2)cc1 (stereo unspecified)
    17 | 21 | 3 | -8 | 4 | 9 | 1 | -0.4 | 26 | -12 | 7
O=C(NN=Cc1ccc(N2CCOCC2)cc1)c1cc2ccccc2cc1O
    16 | -4 | 4 | 8 | nt | -25 | -28 | -1.0 | -22 | 0 | -3
CCN1C(=O)/C(=C/C=C2\C=CN(CC)c3ccccc32)SC1=S
    -107 | -93 | -37 | 31 | -7 | 1 | 1 | -3.6 | 45 | -39 | 1
CC1CCCN(C(=O)c2ccc(NS(=O)(=O)c3cccc([N+](=O)[O-])c3)cc2)C1 (stereo unspecified)
    14 | 17 | 1 | -9 | -3 | 2 | 9 | -0.4 | 22 | -1 | 5
CCOc1ccc(NC(=O)c2ccc3c(SCC(=O)O)c4c(nc3c2)CCCC4)cc1
    13 | -1 | -8 | 4 | 3 | 15 | -2 | 1.5 | 1 | 3 | -2
COc1ccccc1C(=O)CSc1nnc(-c2ccco2)o1
    -121 | -63 | -29 | -8 | -6 | -9 | -93 | -1.0 | -7 | -2 | -7
CN(C)S(=O)(=O)c1ccc(C(=O)OCCCN=C2NS(=O)(=O)c3ccccc32)cc1
    5 | 8 | -2 | 3 | 3 | -19 | -9 | 5.3 | -19 | 2 | 3
Cc1ccc(C(=O)N2CCc3ccccc32)cc1[N+](=O)[O-]
    -85 | -23 | -2 | 0 | -1 | -2 | -31 | -0.7 | -2 | 3 | -13

Source: PubChem BioAssay (several laboratories)

This is a subset; rates above refer to the full screens.
